Htt clearance = mutant huntingtin protein clearance. AID 853. inhibition, % at 1.5 µM. hit rate 0.42% among 47,000. HeLa Exon1htt(103Q)mCFP, aggregate imaging; zero = plate's median compound well;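 active = inhibition of aggregate fluorescence above about 70%, also judged a hit by eye on the cell image, limit read from the data, passing the limit was not always enough; inconclusive = no rule stated for this call; inactive = not judged a hit on image review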;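 also: cells exposed to compound for three days before fixation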
Htt clearance grain fraction = recorded beside Htt clearance, whose call it bears; fraction fluorescence in grains; measured here: aggregate grain fluorescence fraction; stronger effect = lower value;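 scaled fraction of total cell fluorescence in grains with unit not stated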
* = called active by the depositor; ? = inconclusive; · = no result given. This is a subset, so the mix of outcomes need not match the whole.

SMILES | Htt clearance | Htt clearance grain fraction
CCN(CC)S(=O)(=O)c1cc(C)c(C)cc1Br | 30 | 14
O=C(CSc1ncn(-c2ccccc2)n1)Nc1nc2c(s1)CCCC2 | -39 | 22
CC(C)(CNC(=O)C1CCCC1)CNC(=O)C1CCCC1 | -36 | 29
COc1ccc(Cl)cc1N(CC(=O)N1CCN(Cc2ccccc2)CC1)S(C)(=O)=O | -21 | 54
CCOn1c(=O)c(-c2ccc(Cl)cc2)[n+]([O-])c2ccccc21 | 11 | 21
Cc1onc(-c2ccccc2)c1C(=O)N1CCN(C(=O)c2ccco2)CC1 | -85 | 35
Cc1ccc(OCCC(=O)OCC(=O)C(C)(C)C)cc1 | -44 | 67
O=C(Cn1cnc2c(nnn2-c2ccc(F)cc2)c1=O)NCC1CCCO1 (stereo unspecified) | 0 | 20
Clc1ccc(-n2nnnc2-c2cnc(-c3ccccn3)nc2-c2cccs2)cc1 | 12 | 18
COC(=O)c1cc2c(ccn2-c2ccc(F)cc2)n1CC(=O)N1CCN(C(=O)c2ccco2)CC1 | 13 | 18
O=c1[nH]nc(Cc2ccc3ccccc3n2)c2ccccc12 | 42 | 22
CNCCCC12CCC(c3ccccc31)c1ccccc12 | 57 | 17
Cc1cc(C(=O)CSc2nc(N)cc(N)n2)c(C)n1CCc1ccc(F)cc1 | 2 | 33
CC1CCN(CC(=O)N2CCCc3c2c(=O)oc2ccc(OCc4ccccc4)cc32)CC1 | 3 | 31
COc1cc(/C=C(/C#N)c2nc3ccccc3[nH]2)ccc1Oc1ncccc1[N+](=O)[O-] | -12 | 42

Record cards (already shown). Screens in order: Htt clearance, Htt clearance grain fraction
Cc1ccc(OCCC(=O)OCC(=O)C(C)(C)C)cc1 across the screens: -44, 67
O=C(Cn1cnc2c(nnn2-c2ccc(F)cc2)c1=O)NCC1CCCO1 (stereo unspecified) across the screens: 0, 20
COC(=O)c1cc2c(ccn2-c2ccc(F)cc2)n1CC(=O)N1CCN(C(=O)c2ccco2)CC1 across the screens: 13, 18
CNCCCC12CCC(c3ccccc31)c1ccccc12 across the screens: 57, 17
O=c1[nH]nc(Cc2ccc3ccccc3n2)c2ccccc12 across the screens: 42, 22

(next part)
SMILES | Htt clearance | Htt clearance grain fraction
Cc1cccc(NCc2cc(Cl)ccc2O)n1 | -13 | 20
CCN(CC)C(=O)CSc1ncnc2c1cnn2-c1ccccc1 | ? | ·
CCOc1ccccc1C(=O)Nc1cc(Cl)ccc1O | 58 | 8.8
Cc1cccc(/C=N/n2c(C)nnc2C)c1 | -38 | 55
CCOc1ccc(N(CC(=O)Nc2ccc(OC)cc2)S(C)(=O)=O)cc1 | -18 | 24
CCOCCCNC(=O)C(NC(=O)C1CCC(=O)N1)c1ccc(C)cc1 (stereo unspecified) | -13 | 43
Cc1nc(N)nc2c1CCCC2 | 19 | 31
O=C(CSc1nc(-c2ccco2)cc(C(F)(F)F)n1)N1CCCc2ccccc21 | 26 | 12
N#C/C(C(=O)Oc1ccccc1)=C1\C=Cc2ccccc2N1 | -3 | 41
O=C(NCc1cccs1)C1CCN(S(=O)(=O)c2cccs2)CC1 | 60 | 7.7
N#Cc1ccsc1NC(=O)CSc1ncn[nH]1 | 40 | 11
O=C(CC1CCS(=O)(=O)C1)Nc1ccc[nH]c1=O (stereo unspecified) | -11 | 21
O=C(c1noc2c1CCCC2)N1CCOCC1 | 9 | 37
CCOCCCNC(=O)c1cn(C)c2ccc(S(=O)(=O)N(C)C3CCCCC3)cc2c1=O | -32 | 64
CC(=O)Nc1nc2ccc(Br)cc2s1 | 40 | 22

5 compounds from above, sorted by their value in Htt clearance, highest first:
SMILES | Htt clearance
CCOc1ccccc1C(=O)Nc1cc(Cl)ccc1O | 58
N#Cc1ccsc1NC(=O)CSc1ncn[nH]1 | 40
O=C(CC1CCS(=O)(=O)C1)Nc1ccc[nH]c1=O (stereo unspecified) | -11
Cc1cccc(NCc2cc(Cl)ccc2O)n1 | -13
Cc1cccc(/C=N/n2c(C)nnc2C)c1 | -38

Continuation:
SMILES | Htt clearance | Htt clearance grain fraction
O=Cc1cn(CC(=O)N2CCCc3ccccc32)c2ccccc12 | -33 | 26
CC(C)CC(=O)N1CCN(S(C)(=O)=O)CC1 | 35 | 11
CSCc1cc(N(C)C)nc(SCc2ccc(Cl)cc2Cl)n1 | 40 | 13
CCN=C1SC(CC(=O)Nc2ccc(C)cc2)C(=O)N1CC (stereo unspecified) | -32 | 26
CN(C(=O)c1cccnc1)c1nnc(-c2cnccn2)s1 | 8 | 39
COc1ccccc1-c1nnc(NC(=O)c2ccccc2F)o1 | 16 | 41
CCNC(=O)CN(c1ccccc1)S(=O)(=O)c1ccc(Cl)cc1 | -26 | 28
COC(=O)c1ccccc1NC(=O)c1cc2ncc(Br)cn2n1 | -17 | 24
CCn1c(CNC(=O)c2cccc(C)c2)nnc1SCC(=O)NC1CCCCC1C (stereo unspecified) | -2 | 44
Cc1cccc(C(=O)N2CCCCCC2)c1 | -74 | 35
Cc1nc2ccccc2nc1N1CCCCC1 | 24 | 30
Nc1ccc(-c2ccc(N)cc2C(F)(F)F)c(C(F)(F)F)c1 | -74 | 35
COc1cccc2cc(C(=O)N3CCN(C(=O)c4ccccc4)CC3)c(=O)oc12 | 38 | 12
CCCCNC(=O)c1sc2nc(C)cc(COC)c2c1-n1cccc1 | -10 | 38
Cc1ccc(C)n1-n1cnc2sc3c(c2c1=O)CCC3 | -11 | 43
COc1cccc(NC(=O)Nc2cccn(Cc3ccccc3)c2=O)c1 | 51 | 19
CC(C)CNC(=O)CSc1nnc(-c2ccccn2)n1Cc1ccccc1 | 18 | 18
CC(=O)c1ccc2c(c1)N(C)c1ccccc1S2 | 25 | 14
COc1ccc2nc(NC(C)=O)sc2c1 | 64 | 15
CCOC(=O)c1cnc2sccn2c1=O | -12 | 20
COC(=O)c1ccc(CSc2nc3cc(Cl)ccc3s2)o1 | -26 | 50
Cc1nc2ccccc2c2c1C(=O)N(CCC1=CCCCC1)C2=O | -60 | 30
Cc1ccc(C)c(OCC(O)CN2CCC(C)CC2)c1C (stereo unspecified) | -8 | 33
CCn1c(COc2cccc(OC)c2)nnc1SCC(=O)N1CCOCC1 | 15 | 34
Cc1nnc(NC(=O)c2ccc3ccccc3c2)o1 | -15 | 46
Cc1ccc(S(=O)(=O)N2CCCC2C(=O)OCc2nc3ccccc3s2)cc1 (stereo unspecified) | 0 | 18
CCN1CCc2c(sc(NC(=S)NC(=O)c3ccccc3)c2C#N)C1 | 30 | 26
CCCCN1C(=O)C(NC(=O)c2cccnc2)(C(F)(F)F)C2=C1CC(C)(C)CC2=O (stereo unspecified) | -17 | 44
Cn1c(=O)n(C)c2cc(NC(=O)C(F)(F)F)ccc21 | 49 | 9.9
C=CCn1c(COc2ccc(Cl)cc2)nnc1SCc1ccc(C#N)cc1 | 56 | 16
CCC(=O)c1cn(CC(=O)NCc2cccnc2)c2ccccc12 | -30 | 23
N#Cc1ccccc1CSc1ccccn1 | 33 | 12
CCn1c(=O)c(=O)n(CC)c2cc(S(=O)(=O)Nc3cccc(OC)c3)ccc21 | -22 | 22
CC(C)(C)c1cc(-c2ccco2)c(C#N)c(SCC#N)n1 | 16 | 15
CCCC1(C(=O)O)NC(c2cccc(OC)c2O)C2C(=O)N(c3ccccc3)C(=O)C21 (stereo unspecified) | -88 | 67
O=C(CNCC1CCCO1)Nc1ccccc1-n1cccc1 (stereo unspecified) | -9 | 18
CCc1ccc2c(c1)[C@]1(C(=O)N2)[C@@H]2C(=O)N(Cc3ccccc3)C(=O)[C@@H]2[C@@H]2CCCN21 | -10 | 44
CCOC(=O)c1cccc(Nc2ncnc3ccc(C)cc23)c1 | -44 | 57
COc1ccccc1OCCn1cc(C(=O)c2ccco2)c2ccccc21 | 31 | 25
CCN(CC)Cc1cc(CC(C(N)=O)C(N)=O)ccc1OC | ? | ·
Cc1nc2ccccc2cc1C(=O)NCc1ccco1 | 23 | 15
Cc1cc(OCc2nn[nH]n2)c2c(C)c(Cc3ccccc3)c(=O)oc2c1 | 21 | 17
Cc1nn2c(N)c(C#N)cnc2c1-c1ccccc1 | -116 | 42
NC(=O)c1sc2nc3c(c(-c4cccnc4)c2c1N)CCC3 | 20 | 16
Cc1ccccc1NC(=O)CSc1nc(N)c(C#N)c(-c2cccs2)c1C#N | 0 | 19

Brought forward from above: 4 entries, then new ones.
SMILES | Htt clearance | Htt clearance grain fraction
Cc1cc(OCc2nn[nH]n2)c2c(C)c(Cc3ccccc3)c(=O)oc2c1 | 21 | 17
Cc1nn2c(N)c(C#N)cnc2c1-c1ccccc1 | -116 | 42
NC(=O)c1sc2nc3c(c(-c4cccnc4)c2c1N)CCC3 | 20 | 16
Cc1ccccc1NC(=O)CSc1nc(N)c(C#N)c(-c2cccs2)c1C#N | 0 | 19
Cn1c(=O)c2c(nc(NCc3ccc4c(c3)OCO4)n2Cc2ccccc2)n(C)c1=O | 48 | 9.3
CCOC(=O)C1CCCN(CC(=O)Nc2c(F)c(F)c(F)c(F)c2F)C1 (stereo unspecified) | -35 | 28
S=c1[nH]nc(COc2ccc3ccccc3c2)o1 | -30 | 23
CCCn1c(/N=C/c2ccc3c(c2)OCO3)nc2ccccc21 | -44 | 29
N#C/C(=C\c1ccc(Oc2ccc(C(F)(F)F)cc2[N+](=O)[O-])cc1)c1nc2ccccc2[nH]1 | -38 | 31
CCOC(=O)N1CCN(C(=O)/C(=C/c2ccc(OC)cc2)NC(=O)c2ccccc2)CC1 | -16 | 39
COc1ccc2cc(CN(CCCN3CCOCC3)Cc3nnnn3C3CCCCC3)c(=O)[nH]c2c1 | 14 | 32
Cc1cc(C)c(CSc2ncc(-c3ccc([N+](=O)[O-])cc3)[nH]2)c(C)c1 | -7 | 32
O=S(=O)(NCC(c1cccnc1)N1CCN(c2ccccc2F)CC1)c1cccs1 (stereo unspecified) | 4 | 39
COC(=O)c1cn(C)c2ccc(S(=O)(=O)N3CCCCC3)cc2c1=O | 13 | 35
COCC(C)n1c(C)cc(C(=O)CSc2nnc(N)s2)c1C (stereo unspecified) | -101 | 42
CC(C)N1C2OC(C3OC4C(O3)N(C(C)C)S(=O)(=O)N4C(C)C)OC2N(C(C)C)S1(=O)=O (stereo unspecified) | -28 | 25
O=C1CC(Sc2nnc(-c3ccccc3)o2)C(=O)N1c1ccccc1 (stereo unspecified) | -22 | 22
CCOCCCN1CC(C(=O)NCCc2ccccc2)CC1=O (stereo unspecified) | 6 | 31
Cc1ccc(OCCCOc2cccc3cccnc23)cc1C | -22 | 37
COc1ccc2nc(C)c3c(c2c1)OC(C)C3 (stereo unspecified) | -70 | 34
Cc1ccc(-c2nnc(N(C)C(=O)c3cccnc3)s2)cc1 | 8 | 37
O=C(CSc1nnnn1C1CCCC1)N1CCN(C(=O)c2ccco2)CC1 | -26 | 58
COc1ccc(NC(=O)CN(C)S(=O)(=O)c2ccc3c(c2)OCCO3)c2ncccc12 | -14 | 39
COc1cc(NC(=O)CSc2ncnc3c2cnn3Cc2ccccc2)cc(OC)c1 | -22 | 34
Cc1cc(NC(=O)COC(=O)c2cccc(S(=O)(=O)N3CCOCC3)c2)no1 | ? | ·
Cc1ccc2cccc(S(=O)(=O)Nc3ccc4c(c3)OCO4)c2n1 | 48 | 11
CC1(C)CC(=O)C2=C(C1)OC(=O)C2(NC(=O)c1cccs1)C(F)(F)F (stereo unspecified) | 10 | 17
CC(C)(C)c1ccc(-c2nc(C#N)c(NCc3ccncc3)o2)cc1 | 18 | 17
COC(=O)c1ccccc1NS(=O)(=O)c1ccc(F)cc1 | -21 | 23
CCSc1cc(C2C(C(=O)OC)=C(C)NC3=C2C(=O)CCC3)c(C)o1 (stereo unspecified) | -6 | 20
COc1ccc(C2(C(=O)NCCCN(C)C)CCOCC2)cc1 | -237 | 109
Cn1cc(CC(=O)N2CCN(c3ccccc3F)CC2)c2ccccc21 | -10 | 57
Cc1ccc(-c2nc(-c3cccnc3)no2)cc1 | 9 | 15
Cc1ccc(-c2csc(NC(=O)c3ccc(-c4ccccc4)cc3)n2)o1 | -14 | 53
N#Cc1nc(Cc2cccc3ccccc23)oc1N1CCC(C(N)=O)CC1 | 31 | 24
COc1ccc(OC)c(S(=O)(=O)N2CCCc3ccccc32)c1 | -33 | 28
Cc1ccc(N2CCN(c3ccc(C)cc3)C2c2cccnc2)cc1 | 4 | 19
COc1ccc(C(=O)Nc2nnc(-c3ccccc3)o2)cc1OC | -34 | 41
C=CCn1c2ccccc2c2nnc(SCC(=O)OCN3C(=O)c4ccccc4C3=O)nc21 | -24 | 25
COCCN(CCOC)C(=O)CCn1c(=O)oc2ccccc21 | 34 | 12
CCc1cc2cc(C(=O)Nc3ccc(F)cc3)sc2s1 | -14 | 19
CC(C)CC(=O)Nc1cccc(-c2cn3ccsc3n2)c1 | -96 | 38
COc1ccc(NC(=O)C(C)Oc2ccc(/C(C)=N\O)cc2)cc1 (stereo unspecified) | 50 | 23
CCOC(=O)c1c(C)[nH]c(C(=O)Nc2ccc3c(c2)OCO3)c1C | 39 | 23
S=c1[nH]nc(COc2ccc3c(c2)OCO3)n1-c1ccccc1 | 14 | 17
CC1(C)CC(=O)c2cc(OCC(=O)O)ccc2O1 | 2 | 33
O=C(Nc1nnc(C2CC2)s1)C1Cc2ccccc2CN1S(=O)(=O)c1ccccc1F (stereo unspecified) | -7 | 43
CCOC(=O)COc1cccc2c(=O)n(CC(=O)NCc3ccc4c(c3)OCO4)ccc12 | 51 | 18
Cc1ccc(-n2nnnc2SCC(=O)NNC(=O)c2ccco2)cc1C | -26 | 37
COc1nc(NC23CC4CC(CC(C4)C2)C3)nc(OC)n1 | 31 | 25
CSCCC(CO)NC(=O)OCc1ccccc1 (stereo unspecified) | -36 | 25
Cc1cc(C)nc(Nc2n[nH]c(COc3ccc4ccccc4c3)n2)n1 | -62 | 65
Cc1ccc(S(=O)(=O)CCC(=O)OCC(=O)N2CC(=O)Nc3ccccc32)cc1 | -9 | 40
Cc1ccc(NS(=O)(=O)c2ccc(OCC(=O)NCc3ccco3)cc2)cc1 | 44 | 9.8
Cc1cc(=O)oc2c1c(C)nn2-c1nn[nH]n1 | -127 | 37

From PubChem BioAssay
